# ASAP1 GAP inh: inhibitors of human ASAP1 ArfGAP activity, primary screen, biochemical, fluorescence polarization | 360,000 tested, 0.19% active | ASAP1-stimulated ARF1 GTP hydrolysis, GDP FP detection | Arf-GAP with SH3 domain, ANK repeat and PH domain-containing protein 1 (Homo sapiens), … | inhibition, % at 16.5 µM | AID 624377, 2012; in the data active = inhibition above about 25%;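 note: 0% = vehicle with enzyme and substrate and 100% = no enzyme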
# ABHD4 inh: ABHD4 inhibitors, primary screen, biochemical, fluorescence polarization, mouse. 370,000 tested, 0.54% active. (Lyso)-N-acylphosphatidylethanolamine lipase (Mus musculus), Q8VD66. inhibition, % at 8.92 µM. AID 720543, 2013. purified mABHD4, FP-Rh probe fluorescence polarization;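 active = inhibition exceeding the mean over every tested compound plus 3 SD, cut at about 30% in these data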;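 note: 0% = plate median of compound wells and 100% = S159A mutant with DMSO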
#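 Test system: mABHD4 protein; Read-out basis: % inhibition; Incubation: 45 min + 60 min at 25 °C; Repeats: single replicate; Technique: fluorescence polarization with parallel and perpendicular emission, 525/598 nm; Compound: 8.92 µM, single dose; Benchmarks: full inhibition S159A mutant plus DMSO, zero as sample-well median.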
# NR1D1 modulator: modulators of Rev-erb alpha DNA binding, primary screen, biochemical, FITC-DNA, fluorescence polarization, uHTS; Rev-erbα–FITC-DNA binding, 90 min; 370,000 tested, 0.79% active; activity, % at 10 µM; Nuclear receptor subfamily 1 group D member 1 (Homo sapiens), P20393; AID 1259318, 2017;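 active = activity above about 14%, limit read from the data; passing the limit was not always enough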;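 note: 0% = DMSO wells with 35 nM protein and 100% = DMSO wells with 750 nM protein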
# ARFGAP1 inh: inhibitors of rat ARFGAP1 GAP activity, primary screen, biochemical, fluorescence polarization, GDP tracer | 360,000 tested, 0.26% active | ADP-ribosylation factor GTPase-activating protein 1 (Rattus norvegicus), Q62848 | Arfgap1-stimulated ARF1 GTP hydrolysis, GDP FP detection | inhibition, % at 16.5 µM | AID 651572, 2012;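 active = inhibition above a per-plate limit, mean inhibition of low control wells plus 3 SD, cut at about 25% in these data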;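 note: 0% = DMSO wells with enzyme and 100% = wells lacking Arfgap1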
#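 System: truncated rat Arfgap1 GAP domain / Benchmarks: high control wells lacking Arfgap1, low control full reaction with DMSO / Times: compound-enzyme preincubation 20 min, reaction 120 min, detection 60 min, 25 °C / Repeats: one replicate per compound / Also added: human ARF1(Δ1-17)-GTP substrate / Measured by: Tracer-displacement fluorescence polarization with EDTA stop, 620/688 nm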
# rCAG binder: binders of r(CAG) RNA repeats, primary screen, biochemical, fluorescence; r(CAG) RNA repeat, TO-PRO-1 dye displacement fluorescence; inhibition, % at 3 µM; 370,000 tested, 1.3% active; AID 651821, 2012;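 active = inhibition above the plate cutoff, the mean of all test compounds on that plate plus 3 SD, cut at about 35% in these data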;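 note: 0% = DMSO alone and 100% = 100 µM mitoxantrone as full dye displacement; higher means more dye released from RNA so lower well fluorescence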
# SMARCA2 act: SMARCA2 (BRM) function activators, primary screen, cell-based, luminescence, high throughput. MG213 cells, MMTV-luciferase reporter, dexamethasone, overnight. activation, % at 9.1 µM. 370,000 tested, 1% active. AID 652017, 2013; in the data active = activation above about 7.8%;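 note: 0% = vehicle wells and 100% = reference activator wells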
# GC-B act: human GC-B receptor activators, primary screen, HEK293 GC-B cells, cGMP TR-FRET, EC30 CNP. Atrial natriuretic peptide receptor 2 (Homo sapiens), P20594. 0% at EC30 CNP, 100% saturating CNP. activation, % at 10 µM. 370,000 tested, 0.11% active. AID 1920062, 2024;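 active = activation at 10 µM reaching about 35% in either raw or pattern-adjusted values, limit read from the data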
# NPR1 activator: GC-A stimulated cGMP production enhancers – HEK293 GC-A cells, cGMP TR-FRET, EC30 ANP, primary screen. Atrial natriuretic peptide receptor 1 (Homo sapiens), P16066. activation, % at 10 µM. 0% at EC30 ANP, 100% saturating ANP. 370,000 tested, 0.14% active; in the data active = activation above about 40%
# Target sequence (P16066 whole entry, looked up): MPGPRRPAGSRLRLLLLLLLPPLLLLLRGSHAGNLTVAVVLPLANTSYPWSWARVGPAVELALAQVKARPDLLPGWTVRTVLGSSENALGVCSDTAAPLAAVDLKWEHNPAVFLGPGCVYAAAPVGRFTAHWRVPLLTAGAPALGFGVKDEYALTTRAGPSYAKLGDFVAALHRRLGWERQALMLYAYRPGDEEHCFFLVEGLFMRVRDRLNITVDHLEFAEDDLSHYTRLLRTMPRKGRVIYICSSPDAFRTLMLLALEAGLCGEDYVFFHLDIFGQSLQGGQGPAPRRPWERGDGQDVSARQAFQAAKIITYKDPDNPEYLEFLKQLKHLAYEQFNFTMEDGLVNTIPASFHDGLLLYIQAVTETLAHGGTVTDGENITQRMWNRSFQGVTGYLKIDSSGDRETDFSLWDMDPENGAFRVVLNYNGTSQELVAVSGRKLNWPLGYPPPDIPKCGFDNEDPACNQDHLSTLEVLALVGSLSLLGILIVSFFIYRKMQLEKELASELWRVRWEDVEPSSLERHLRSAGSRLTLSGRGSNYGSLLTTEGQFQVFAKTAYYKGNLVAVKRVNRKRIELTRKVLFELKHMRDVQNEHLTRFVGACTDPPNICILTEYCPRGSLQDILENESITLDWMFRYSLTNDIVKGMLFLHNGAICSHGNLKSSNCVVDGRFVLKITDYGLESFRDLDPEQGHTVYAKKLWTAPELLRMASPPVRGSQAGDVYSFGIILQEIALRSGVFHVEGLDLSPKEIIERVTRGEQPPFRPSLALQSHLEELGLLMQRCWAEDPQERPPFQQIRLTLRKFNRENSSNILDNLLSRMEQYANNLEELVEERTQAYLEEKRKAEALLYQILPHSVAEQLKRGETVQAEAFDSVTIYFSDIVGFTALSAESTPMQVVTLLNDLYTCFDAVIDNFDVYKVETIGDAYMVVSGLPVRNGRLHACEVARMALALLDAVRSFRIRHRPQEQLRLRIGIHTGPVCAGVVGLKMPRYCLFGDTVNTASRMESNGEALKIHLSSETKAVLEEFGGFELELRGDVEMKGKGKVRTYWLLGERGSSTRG
# HTRA1 inh: HTRA1 serine protease inhibitors, primary screen, biochemical, fluorescence polarization, HTS | 340,000 tested, 0.5% active | Q92743 | recombinant HTRA1, FP-rhodamine activity-based probe | inhibition, % at 5.96 µM; in the data active = inhibition above about 36%;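 note: 0% = enzyme with DMSO and 100% = wells lacking enzyme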
# PG9 Ab binder: binders of HIV-1 gp120 antibody PG9, primary screen, biochemical, TR-FRET | HIV-1 gp120 / PG9 antibody interaction | TR-FRET gp120-PG9 antibody binding | inhibition, % at 6.7 µM | 360,000 tested, 0.43% active; in the data active = inhibition above about 8.5%
# * = called active by the depositor; . = no result given.
SMILES,ASAP1 GAP inh,ABHD4 inh,NR1D1 modulator,ARFGAP1 inh,rCAG binder,SMARCA2 act,GC-B act,NPR1 activator,HTRA1 inh,PG9 Ab binder
CC/C(C)=C1\SC(N2CCOCC2)=NC1=O,-10,-1,3,-5,0,1,-1,-2,-4,-2.2
O=C(CNCc1ccc(F)cc1)Nc1ccccc1[N+](=O)[O-],8,6,0,3,-3,-3,-2,-2,1,-0.2
CCOC(=O)/C=C1\SCC(=O)N1CCOc1cccc(Br)c1,5,-12,15,11,-4,-5,8,12,-10,2.1
O=C(N/N=C\c1cc(Br)c(Br)o1)c1cncc(Br)c1,-2,2,3,-16,2,-1,3,-2,25,-1.7
CC(C)Cn1c(N)c(C(=O)COC(=O)c2ccc(Br)cc2)c(=O)n(C)c1=O,7,-29,5,-7,5,-5,2,4,-30,0.3
C=CCN(CC=C)CC(=O)Nc1ccc(S(N)(=O)=O)cc1,6,4,-1,2,2,-1,2,-1,6,0.4
COc1ccc(CNCc2cccn2C)cc1,-1,3,-2,-3,2,2,2,-1,6,-0.6
CN(Cc1ccccc1)C(=O)c1cnc2n(c1=O)CCS2,-12,-2,0,7,2,3,8,6,2,3.0
Cc1cccc(C)c1NC(=O)/C(C#N)=C/c1ccsc1,4,0,4,-7,2,-1,-6,-1,-4,-0.4
COc1ccccc1C1CCN(Cc2ccc(Cl)cc2Cl)CC1,8,1,1,2,-8,0,3,-4,-5,-2.7
COc1cccc(Nc2nc(N)c([N+](=O)[O-])c(NCc3ccco3)n2)c1,1,-22,0,-3,19,-4,8,26,.,-0.1
O=C(Nc1ccccc1-c1nc2ccccc2s1)c1cccnc1Cl,1,-5,24,-11,2,0,3,12,-8,11*
Oc1ccc(Cl)cc1C=Nc1ccccc1Br,3,4,-1,9,-1,1,0,5,5,-2.4
CC12CN3CC(C)(CN(C1)C3c1ccc3c(c1)OCO3)C2=O (configuration not stated),-7,-4,1,-4,-3,-2,3,-1,-3,1.2
O=C(NC1(C(F)(F)F)NC(=O)N(Cc2ccco2)C1=O)c1cccs1 (configuration not stated),-3,3,2,13,2,0,8,4,4,0.1
Cc1cc(S(=O)(=O)NC2CCCCC2)ccc1OCC(=O)NCc1cccnc1,3,-2,1,-1,0,-3,0,4,3,-0.9
O=C(N/N=C/c1ccc(OCc2ccccc2)cc1)c1cccs1,10,-10,-2,9,11,2,4,-3,-25,0.4
O=C(COC(=O)c1n[nH]c(=O)c2ccccc12)NCc1ccccc1,7,-2,-4,-8,0,0,-3,-3,4,-0.4
O=C(Nc1ccccc1)n1cc(-c2ccccn2)c(N2CCOCC2)n1,0,-1,3,3,3,-2,-2,1,-1,-0.7
Cc1ccc(C2C(C#N)=C(N)OC3=C2C(=O)CCC3)s1 (configuration not stated),7,3,-8,-18,-2,0,-1,-1,0,1.4
Cc1cc(C(F)F)n2nc(C(=O)Nc3ccc(F)cc3F)nc2n1,15,-2,2,-3,1,-1,-4,-1,0,0.8
Cc1ccc(-c2nc3ccccc3o2)cc1NC(=O)Cc1cccs1,10,0,-1,1,2,2,0,0,3,1.7
Clc1cnc(N/N=C/c2cccs2)c(Cl)c1,0,15,-1,7,3,5,0,13,5,-1.1
Cc1noc(C)c1CSc1nc2sc3c(c2c(=O)n1C)CCCC3,0,-2,7,-9,1,-2,0,1,-7,0.2
O=[N+]([O-])c1cc(-c2ncccn2)c([N+](=O)[O-])s1,0,1,2,8,0,-5,5,28,1,-0.5
COC(=O)c1ccc(COc2ccccc2/C=C/C(=O)c2ccc(OCC(=O)O)cc2)cc1,-8,-5,-10,-2,56*,4,0,7,-11,-1.4
CCn1c(N2CCN(C(=S)NCCc3ccccc3)CC2)nc2ccccc21,-2,-7,-4,8,-3,0,4,3,-19,-2.1
O=C(CSc1nnc2c(Cl)cc(C(F)(F)F)cn12)N(Cc1ccccc1)Cc1ccccc1,6,3,-2,8,3,-3,-5,-2,-12,1.3
CC(C)N(C)c1ncnc2c1ncn2[C@H]1CN(Cc2ccccc2)C[C@@H](CO)O1,0,-1,-6,-8,1,-3,3,4,.,0.2
Cc1ccc(C)c(S(=O)(=O)N2CCN(C(=O)c3ccccc3Cc3ccccc3)CC2)c1,11,1,-1,0,-1,-1,4,-3,-25,0.1

# Complete entries, looked up by structure. Screens in order: ASAP1 GAP inh, ABHD4 inh, NR1D1 modulator, ARFGAP1 inh, rCAG binder, SMARCA2 act, GC-B act, NPR1 activator, HTRA1 inh, PG9 Ab binder
# CCn1c(N2CCN(C(=S)NCCc3ccccc3)CC2)nc2ccccc21 in the list: -2, -7, -4, 8, -3, 0, 4, 3, -19, -2.1
# O=C(CSc1nnc2c(Cl)cc(C(F)(F)F)cn12)N(Cc1ccccc1)Cc1ccccc1 in the list: 6, 3, -2, 8, 3, -3, -5, -2, -12, 1.3
# COC(=O)c1ccc(COc2ccccc2/C=C/C(=O)c2ccc(OCC(=O)O)cc2)cc1 in the list: -8, -5, -10, -2, 56*, 4, 0, 7, -11, -1.4
# Clc1cnc(N/N=C/c2cccs2)c(Cl)c1 in the list: 0, 15, -1, 7, 3, 5, 0, 13, 5, -1.1

# More entries follow.
SMILES,ASAP1 GAP inh,ABHD4 inh,NR1D1 modulator,ARFGAP1 inh,rCAG binder,SMARCA2 act,GC-B act,NPR1 activator,HTRA1 inh,PG9 Ab binder
Cc1cc(C)cc(Nc2ccc(C(=O)O)cc2[N+](=O)[O-])c1,-4,32*,5,3,8,-1,-1,4,-1,1.7
COc1cccc(C2c3[nH]c4ccccc4c3C[C@H]3C(=O)N(c4ccccc4C(=O)NCCCN4CCOCC4)C(=O)N23)c1 (some centres not stated),-17,0,0,12,0,2,5,6,-6,1.0
CCOC(=O)C(=O)Nc1nc(-c2ccccc2)c(-c2ccccc2)o1,-14,-5,-3,-16,7,-5,-1,1,-1,-4.0
Cc1cc(C)cc(NC(=S)N(Cc2ccc(Br)cc2)Cc2ccc(C(=O)O)cc2)c1,10,-1,-1,-1,65*,-2,-6,-5,-39,-1.3
CC(Oc1cccc(Cl)c1)C(=O)NC1CC(C)(C)NC(C)(C)C1 (configuration not stated),-3,2,-4,-18,0,-1,1,-2,0,-2.0
Cc1ccc(C(=O)CCC(=O)Nc2ccc(Cl)c(S(=O)(=O)Nc3cccc(Cl)c3)c2)cc1,-1,-69,-1,9,35*,-1,0,-1,-19,0.0
C/C(=N\NC(=O)CNC(=O)c1ccco1)c1ccc(Br)cc1,3,2,4,4,1,-1,-3,-1,-2,-2.0
CCn1c(C)nc2cc(C(=O)NNS(=O)(=O)c3c(C)c(C)cc(C)c3C)ccc21,6,-3,-6,3,-6,12*,0,1,-5,-1.5
CCOC(=O)Cc1cc(=O)[nH]c(/N=C(/NC(=O)c2ccccc2)Nc2ccccc2C(F)(F)F)n1,1,6,-2,3,1,0,-3,-3,-2,1.6
O=C(N/N=C/c1cc2c(cc1Br)OCO2)C1COc2ccccc2O1 (configuration not stated),2,-6,-5,16,0,1,-3,0,-22,1.1
Cn1cc(S(=O)(=O)N2CCOCC2)cc1C(=O)O,1,3,3,10,1,-1,3,2,3,1.4
CCCC(C)NC(=O)COC(=O)c1ccccc1SCC(=O)NC(C)CCC (configuration not stated),9,1,0,7,-4,2,5,3,0,-0.2
O=C(CNC(=O)c1ccc(Cl)c([N+](=O)[O-])c1)OC1CCCCC1=O (configuration not stated),-4,2,-1,-2,0,1,0,2,3,0.1
CCc1n[nH]c2c1C(=O)CC(C)(C)C2,-12,0,-6,-1,1,0,-1,-3,8,1.8
C=CCOC(=O)CCC(=O)Nc1cccc2ccccc12,-5,6,-3,6,4,0,1,3,8,-0.6
CN(N)C(=S)Nc1ccc(F)cc1,8,1,5,13,-1,-2,-4,-2,3,0.5
Cc1ccc(-n2c(-c3cc(C)n(C)n3)n[nH]c2=S)cc1,0,-1,-3,-6,-1,4,1,-1,5,-2.1
C=C(c1ccccc1Cl)[n+]1ccccc1,0,-3,-4,-2,1,0,-1,5,3,-1.6
COC(=O)c1ccccc1NC(=S)NC(=O)CC(C)C,11,-7,5,1,-3,2,-1,-1,1,-0.8
CSc1nccc(-c2nn(-c3ccc(C)cc3)ccc2=O)n1,-11,6,0,-8,-4,1,4,0,-6,-2.1
O=C1c2[nH]c3ccccc3c2CC1N1C(=O)c2ccccc2C1=O (configuration not stated),-6,-9,-4,9,4,-3,-2,5,-11,2.6
C/C(=N\OC(=O)c1ccc(F)cc1)c1ccc(F)c(F)c1,2,0,0,6,-1,-1,-2,0,6,-1.6
C[C@@H]1CCCN1[C@@H]1CS(=O)(=O)N[C@H]1COCc1ccccc1,-6,10,0,-1,3,-1,1,-2,.,-0.8
CC(C)N(C(=O)CSc1nnc(NC(=O)c2ccco2)s1)C(C)C,6,-2,-1,5,2,1,1,-1,4,-1.0
Cc1cc(-c2ccccc2)nc(N/N=C/c2ccc(O)cc2O)n1,5,24,-1,5,17,0,-5,-4,41*,-0.9
OC(COCc1ccccc1)CN1CCN(Cc2ccc3c(c2)OCO3)CC1 (configuration not stated),-7,9,-2,7,-6,0,6,-1,8,-1.7
Fc1ccccc1Cn1nnc2c(-n3ccnc3)ncnc21,-2,-3,-3,-10,1,-2,-4,4,-8,0.8
Cc1ccc(-c2nn(-c3ccccc3)cc2/C=C/C(=O)OCC(=O)NC2CC2)o1,-7,-34,1,5,0,-3,-3,4,-25,-2.9
CC(C)(CO)NC(=O)C(c1ccccc1)c1ccccc1,16,1,-1,8,-1,2,1,1,-1,-2.9
Cc1ccc2nc(SCC(=O)Nc3ncccn3)[nH]c2c1,-8,5,-1,9,-1,5,1,-7,2,-1.2
CCC(=O)N(CCC(c1ccc(C)cc1)c1ccco1)Cc1ccco1 (configuration not stated),-3,5,1,0,3,-1,5,1,-6,-1.7
O=C(Cc1ccccc1F)Nc1ccc(S(=O)(=O)N2CCCCC2)cc1,1,-8,-5,1,2,-2,5,2,-16,-1.9
CCOC(=O)C(C)/C(C)=N/NC(N)=S (configuration not stated),0,13,2,6,-3,-2,-1,1,4,-2.9
Cc1c(Br)ccc(NC(=O)CCN2C(=O)C3C4CCC(C4)C3C2=O)c1C (configuration not stated),-11,4,1,-7,-2,-2,6,2,5,-0.7
Nc1ncc([N+](=O)[O-])cc1Br,-6,-4,-3,-8,-3,-3,7,3,1,-0.2

# Screens deposited in PubChem BioAssay by several laboratories.
